Mac1 fbg enh: enhancers of CD11b/CD18 adhesion to fibrinogen, primary screen, K562 cells, luminescence | ATPlite luminescence | activation, % at 10 µM | hit rate 0.07% among 93,000 | AID 1499, 2009;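 active means 10 µM primary screen giving 50% or more activity, confirmed by 40% or more on retest at that dose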; further: strong numbers were not always called active
ERb SRC1 inh: inhibitors of ERβ-SRC1 coactivator interaction, primary screen, biochemical, TR-FRET, ERβ LBD, SRC-1 peptide. Estrogen receptor beta (Homo sapiens), Q92731. TR-FRET ER-beta LBD / SRC1-Cy5 peptide binding; receptor agonist-loaded with 1 µM estradiol. inhibition, % at 25.6 µM. hit rate 1.3% among 86,000;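 active means compounds whose percent inhibition of the receptor-coactivator binding signal exceeds about 50% in the single-dose screen, limit read from the data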;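 further: 0% = receptor plus peptide wells without compound and 100% = peptide-only wells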
MT1-MMP txn act: MT1-MMP promoter reporter activation – cell-based, luciferase luminescence, primary screen; hit rate 0.16% among 86,000; HT1080 MT1-MMP promoter luciferase reporter, overnight; hits give high values; AID 750, 2007; activation factor at 10 µM;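 active means activation factor of at least 2 for MT1-MMP transcription at 10 µM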
Lung fibro prol: antiproliferative effect on LL 47 fibroblasts – human, LL 47 cells, CellTiter-Glo luminescence, primary screen; hit rate 1.1% among 85,000; LL 47 human lung fibroblast viability, ATP luminescence; hits give low values; viability, % at 10 µM;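 active means viability at or below 50% in the single dose screen; inactive means viability above 50%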;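 further: compound exposure lasted 72 h before the ATP readout; 100% = median luminescence of untreated cell-only wells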
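Times – overnight cell rest, 72 h compound treatment at 37 °C · Test system – human lung fibroblast line LL 47, low passage · Amount – 1,150 cells in each well · Controls – cell-only wells, no compound · Doses – 0.1% DMSO in all compound wells · Measured by – CellTiter-Glo luminescence · Buffer or medium – IMEM plus 15% FBS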
ERa SRC1 pot: enhancers of ERα–SRC-1 coactivator binding, primary screen, biochemical, TR-FRET, ERα LBD, low estradiol | Estrogen receptor (Homo sapiens), P03372 | TR-FRET ERalpha-LBD/SRC-Cy5 coactivator binding, 2 h; 100 = basal binding, no effect | coactivator binding (% of control), % at 25.6 µM | hit rate 1.3% among 86,000 | AID 639, 2007; in the data active means activity above about 200%;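 further: binding measured in presence of low estradiol as agonist stimulus; 0% = peptide alone without receptor and 100% = receptor with peptide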
Smad3 inh: Smad3/FoxH1 peptide binding inhibitors, primary screen, biochemical, TR-FRET; TR-FRET Smad3/Dy647-FoxH1 peptide binding, europium anti-His; hit rate 0.29% among 88,000; Mothers against decapentaplegic homolog 3 (Homo sapiens), P84022; inhibition, % at 25 µM; AID 630, 2007;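 active means compounds that reduce the energy-transfer binding signal between the protein and its labelled peptide by more than half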;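 further: 0% = Smad3 plus labelled peptide maximal FRET and 100% = peptide-only background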
ERa SRC1 inh: ERα–SRC-1 coactivator interaction inhibitors, primary screen, biochemical, TR-FRET, ERα LBD, estradiol-bound; Estrogen receptor (Homo sapiens), P03372; TR-FRET ER-alpha LBD / SRC-1 peptide; inhibition, % at 25.6 µM; hit rate 1.7% among 86,000; in the data active means inhibition above about 50%;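 further: 0% = receptor plus peptide control and 100% = peptide only without receptor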
H69AR inhibit: proliferation blockers of H69AR lung cancer cells, primary screen, cell-based, human, 86K library; viability, % at 10 µM; hit rate 6% among 85,000; H69AR lung tumor viability, ATP luminescence, 72 h; hits give low values;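 active means viability at or below 40%; inactive means viability above 40%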;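 further: multidrug resistant small cell line overexpressing MRP-1 efflux transporter; 100% = mean luminescence of untreated control wells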
HUVEC inhibit: inhibitors of HUVEC proliferation, primary screen, cell-based, 384-well | CellTiter-Glo luminescence, 72 h; hits give low values | viability, % at 10 µM (by protocol) | hit rate 1.1% among 86,000 | AID 648, 2007;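 active means viability at or below 30%; inactive means viability above 30%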;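 further: 100% = median luminescence of DMSO-only cell control wells on each plate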
* = called active by the depositor; x = no result given; [ ] = another dose, or the depositor's remark.

A first look (2 entries):
SMILES	Mac1 fbg enh	ERb SRC1 inh	MT1-MMP txn act	Lung fibro prol	ERa SRC1 pot	Smad3 inh	ERa SRC1 inh	H69AR inhibit	HUVEC inhibit
O=c1[nH]c(=O)n(C2CCCCCC2)c(O)c1C=NCCCN1CCOCC1	0	-1	1.2	96	102[fluorescence artefact?]	12	-2	105	101
Cc1ccc2c(c1)C1CN(C)CCC1N2C(=O)c1ccc(Br)o1 (stereo not drawn)	4	5[fluorescence artefact?]	x	98	95	1	7[fluorescence artefact?]	91	86

All compounds of this part (from the top)
SMILES	Mac1 fbg enh	ERb SRC1 inh	MT1-MMP txn act	Lung fibro prol	ERa SRC1 pot	Smad3 inh	ERa SRC1 inh	H69AR inhibit	HUVEC inhibit
O=c1[nH]c(=O)n(C2CCCCCC2)c(O)c1C=NCCCN1CCOCC1	0	-1	1.2	96	102[fluorescence artefact?]	12	-2	105	101
Cc1ccc2c(c1)C1CN(C)CCC1N2C(=O)c1ccc(Br)o1 (stereo not drawn)	4	5[fluorescence artefact?]	x	98	95	1	7[fluorescence artefact?]	91	86
CC(=O)Nc1ccc(OC(=O)N(C)c2ccccc2)cc1	-6	-3[fluorescence artefact?]	1.1	98	124[fluorescence artefact?]	-4	-4	99	95
CCCCn1c(O)c(C(C)=NCCN2CCCCC2)c(=O)[nH]c1=O	-2	-10	1.1	93	99	-12	1	90	99
Cc1ccc(Cn2c(C)c3cnn(CC(=O)N4CCC5(CC4)OCCO5)c(=O)c3c2C)cc1	x	-1	1.1	87	119[fluorescence artefact?]	12	-5	38*	104

Single records, as listed above. Order of values: Mac1 fbg enh	ERb SRC1 inh	MT1-MMP txn act	Lung fibro prol	ERa SRC1 pot	Smad3 inh	ERa SRC1 inh	H69AR inhibit	HUVEC inhibit
Listed for Cc1ccc2c(c1)C1CN(C)CCC1N2C(=O)c1ccc(Br)o1 (stereo not drawn) → 4	5[fluorescence artefact?]	x	98	95	1	7[fluorescence artefact?]	91	86
Listed for O=c1[nH]c(=O)n(C2CCCCCC2)c(O)c1C=NCCCN1CCOCC1 → 0	-1	1.2	96	102[fluorescence artefact?]	12	-2	105	101

Bioassay records: PubChem, several laboratories

These rows are one share of the data (hit frequency here may not be typical).
